Bioassay records from PubChem.
GAA glycogen – qHTS Assay for Inhibitors and Activators of Human alpha-Glucosidase Cleavage of Glycogen; Potency, µM (doses to about 76.4 µM), without a hit: top-dose activity change, negative = inhibition, actives largely listed as inhibitors; Lysosomal alpha-glucosidase (Homo sapiens), P10253; hit rate 0.38% among 300,000; recombinant GAA, glycogen substrate, Amplex Red glucose oxidase fluorescence;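 note: 0% = full enzyme reaction and -100% = no-enzyme basal signal; the screen sought inhibitors and activators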
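qHTS, 1536-well; enzyme 4 nM final; cpd up to 77 uM; substrate bovine liver glycogen 30 ug; 50 mM citrate/phosphate pH 5.0, 0.01% Tween-20; 37 C, 40 min; Amplex Red detection 45 min RT; Hill fit → AC50.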
GAA spleen mod – qHTS Assay for Inhibitors and Activators of Human alpha-Glucosidase From Spleen Homogenate; AID 2112, 2009; human spleen homogenate, 4-MU-alpha-glucoside fluorescence; Potency, µM (highest dose often 79.9 µM), inactives show at the top dose activity change, negative = inhibition, most hits filed as inhibitors; Lysosomal alpha-glucosidase (Homo sapiens), P10253; hit rate 0.006% among 240,000;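 note: 0% = enzyme with vehicle and -100% = no enzyme basal signal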
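Human spleen homogenate (1 ug) with 4-methylumbelliferyl-alpha-D-glucopyranoside (1 mM final) in 50 mM citrate/phosphate pH 5.0, 0.01% Tween-20; 40 min at 37 C. Stopped at pH 10; 4-MU fluorescence Ex 365/Em 440 nm; AC50 by Hill fit.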
HTT aggregate – qHTS Multiplex Assay to Identify Dual Action Probes in a Cell Model of Huntington: Aggregate Formation (GFP). PC12 HttQ103-GFP aggregates, Acumen cytometry, 40 h. Potency, µM (top dose mostly 46.1 µM), for the others: at the highest dose activity change, negative = inhibition, most hits filed as inhibitors. hit rate 1.1% among 220,000. AID 1688, 2009; note: % is set by controls: 0 for no effect and ±100 for the full control effect; nearly all actives have a fitted effect of over 60% in size
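Using laser scanning cytometry, GFP-positive aggregates were counted after lysis of PC12 cells induced with 100 nM tebufenozide to express HTT exon 1 Q103–GFP. Compounds were tested in titration.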
IMPase Li cell – qHTS Assay for Identifying the Cell-Membrane Permeable IMPase Inhibitors: Potentiation with Lithium | hit rate 0.35% among 210,000 | AID 1457, 2008 | CHO-M1 cells, IP1 TR-FRET (IP-One), carbachol + lithium | Potency, µM (doses to about 59.4 µM), inactives show at the top dose activity, negative = IMPase inhibition, most hits filed as inhibitors;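 note: IP1 builds up when IMPase is blocked and the TR-FRET signal falls; plate controls were basal vehicle for no effect and high inhibitor control for full effect; nearly all actives have a fitted effect of over 50% in size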
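Readout is a homogeneous TR-FRET IP1 immunoassay (Ex 320, Em 665 and 620), where raised cytosolic IP1 lowers signal. Cells were CHO-M1 treated 30 min at 37C with test compounds plus a little lithium; AC50 values came from Hill-equation fitting.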
GoLoco inh red – qHTS Assay for Inhibitors of RGS12 GoLoco Motif Activity (Red Fluorophore); Guanine nucleotide-binding protein G(i) subunit alpha-1 (Homo sapiens), P63096; Gai1:RGS12 GoLoco peptide FP, rhodamine, 10 min; Potency, µM (highest dose often 61.6 µM), for inactives: top-dose activity, negative = inhibition, most hits filed as inhibitors; hit rate 0.44% among 230,000; AID 880, 2007; active = well fitted inhibition curve with a large enough effect, not every such curve was filed as active; inactive = no such curve, though single readings can be large or run the other way; note: % is set by controls: 0 for no effect and ±100 for the full control effect; nearly all actives have a fitted effect of over 30% in size; many of its hits are not listed in these tables
Target sequence (P63096 whole entry, looked up): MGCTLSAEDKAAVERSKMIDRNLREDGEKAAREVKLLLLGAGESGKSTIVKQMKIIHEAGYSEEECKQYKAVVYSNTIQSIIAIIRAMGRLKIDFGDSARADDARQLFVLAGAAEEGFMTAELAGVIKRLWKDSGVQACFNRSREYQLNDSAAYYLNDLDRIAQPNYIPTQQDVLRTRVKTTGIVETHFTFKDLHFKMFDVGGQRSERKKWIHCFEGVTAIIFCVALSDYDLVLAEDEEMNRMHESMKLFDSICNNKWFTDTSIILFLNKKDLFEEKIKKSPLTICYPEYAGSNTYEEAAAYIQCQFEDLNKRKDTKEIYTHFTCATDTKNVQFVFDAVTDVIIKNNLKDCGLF
HTT ATP protect – qHTS Multiplex Assay to Identify Dual Action Probes in a Cell Model of Huntington: Cytoprotection (ATP) | PC12 HTT-Q103 induced, cytoprotection, ATP luminescence, 40 h | AID 1471, 2008 | hit rate 0.14% among 230,000 | Potency, µM (highest dose often 56.4 µM), for the others: cytoprotection (ATP increase), hits mostly activators;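 note: % of control where 0% means no effect; nearly all actives have a fitted effect of over 45% in size; toxic huntingtin expression switched on by the ecdysone agonist tebufenozide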
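Quantitative HTS on tebufenozide-induced (100 nM) PC12 cells expressing HTTQ103 exon 1–GFP; compounds tested as a concentration series; survival measured via cellular ATP.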
GAA inh – qHTS Assay for Inhibitors of Human alpha-Glucosidase as a Potential Chaperone Treatment of Pompe Disease; Potency, µM (highest dose often 76.9 µM), for the others: at the highest dose activity change, negative = inhibition, hits mostly inhibitors; Lysosomal alpha-glucosidase (Homo sapiens), P10253; hit rate 0.005% among 200,000; purified human GAA, 4-MU-alpha-glucoside fluorescence;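 note: plate controls were uninhibited enzyme wells for no effect and no-enzyme background for full effect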
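Fluorogenic assay: 4 nM human alpha-glucosidase with 400 uM 4-methylumbelliferyl-alpha-D-pyranoside in 50 mM citrate/phosphate, 0.005% Tween-20, pH 5.0, 20 min at room temperature. Compounds tested up to 77 uM; AC50 from Hill fits.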
* = called active by the depositor; ? = inconclusive; . = not tested or not shown; [ ] = another dose, or the depositor's remark. Unless noted, calls come from the whole dose curve; as a rule, active = well fitted curve in the direction sought with a large enough effect; inconclusive = small, poorly fitted or top-dose-only effect, or another doubt; inactive = no such curve, though single readings can be large; an effect the other way counts as inactive or inconclusive. Potency is the fitted concentration of half-maximal effect.

Fields – GAA glycogen, GoLoco inh red, HTT aggregate, GAA inh, GAA spleen mod, HTT ATP protect, IMPase Li cell
- CCc1ccc(C(=O)CN2CCSC2=N)cc1
    7%, 8%, 14%, 0%, 4%, -25%[10 µM], 0%
- COc1ccc(N2CCN(Cc3nc4scc(-c5ccccc5)c4c(=O)[nH]3)CC2)cc1
    9%, 51%[activator], 4%, 5%, -13%, ., 4%
- Cc1occc1C(=O)N/N=C/c1sc(N2CCOCC2)nc1-c1ccccc1
    -4%, 7%, 13%, 2%, -17%, -26%, -5%
- CCSc1nnc(-c2ccncc2)o1
    -2%, -8%, -6%, -6%, -1%, -12%, -13%[38.3 µM]
- CC(=O)c1ccc(N=Cc2c(O)n(-c3cc(Cl)ccc3N3CCOCC3)c(=O)c3ccccc23)cc1
    8%, -10%, -1%, -14%, -10%, -29%, 24%[38.3 µM]
- NS(=O)(=O)c1ccc(CCNC(=O)Cc2ccc(S(=O)(=O)N3CCCC3)s2)cc1
    1%, 50%[activator], -11%[9.22 µM], ., -19%, -11%[10 µM], .
- O=S(=O)(NCc1cccc(C(F)(F)F)c1)NCc1ccccc1F
    -12%, 10%, -14%, -2%, 0%, -24%, 5%
- Cc1ccc(N(CC(=O)NC2CCCCC2)C(=O)c2ccc(C)s2)cc1
    0%, 4%, 8%, 6%, -1%, 9%, -4%[38.3 µM]
- CC(C)(C)Nc1scc(-c2ccccc2)[n+]1-c1ccccc1
    4%, -5%, 1%, 2%, -5%, -29%, 2%
- CC(=O)Nc1cc(C(=O)OCc2cccc([N+](=O)[O-])c2)ccc1C
    0%, -1%, 2%, -1%, 9%, ., 6%
- CCCS(=O)(=O)Nc1c(OC)ccc2c1c(C(=O)OCC)c(C)n2C
    -3%, -3%, 2%, 2%, -12%, 32%[10 µM], 6%
- CC(C)(C)n1nnnc1C(c1ccccc1)N1CCc2ccccc2C1 (centres undefined)
    -6%, 7%, 12%, -5%, -1%, -3%[10 µM], 24%[38.3 µM]
- CCOC(=O)n1c(SCC(N)=O)nc2ccccc21
    4%, -3%, 18%, -3%, -7%, 7%, 7%[38.3 µM]
- O=C1C(Cl)=C(NCC2CCCO2)C(=O)N1c1ccccc1 (centres undefined)
    -4%, ., ?, -4%, 2%, 1%[10 µM], .
- Cc1ccc(F)cc1NC(=O)C1CC(=O)N(CCc2ccccc2)C1 (centres undefined)
    6%, -1%, 18%, 5%, -4%, -15%, 3%
- CC(C)CC(=O)N1CCN(C(=O)c2cccc(F)c2)CC1
    9%, 4%, -8%, -1%, 6%, 16%, -7%[38.3 µM]
- COc1cnc(-c2ccccn2)nc1Sc1ccc(C)cc1
    5%, 4%, ?, ?, -4%, -91%[inhibitor], 11%
- Cc1ccc(-c2cc(C(=O)NCc3cnn(C)c3)c3cc(Br)ccc3n2)cc1
    -19%[76.3 µM], 1%, -2%, 0%, -4%, 6%[10 µM], ?
- O=C(COc1cccnc1[N+](=O)[O-])N1N=C(c2ccc(Cl)cc2)CC1c1ccco1 (centres undefined)
    5%, -7%, 17%, 6%, 4%, -36%[inhibitor], 13%
- Cc1ccc(S(=O)(=O)/C(C#N)=C/c2c(Oc3ccc(Cl)cc3)nc3c(C)cccn3c2=O)cc1
    14%, 6%, 13%, -2%, -6%, -1%[10 µM], 0%
- N#CCCn1cc(C(=O)Nc2ccc(C(=O)O)cc2)c(-c2ccc([N+](=O)[O-])cc2)n1
    -5%, 6%, 0%, -7%, -1%, -9%, 5%
- O=C1Nc2ccccc2Oc2cc([N+](=O)[O-])ccc21
    0%, 37%[activator], 5%, 1%, 0%, -36%[inhibitor], -2%
- COC(=O)c1cnc(Oc2c(Cl)cc(N)cc2Cl)cc1C(F)(F)F
    -7%, 1%, -28%[9.22 µM], ., 0%, 19%[10 µM], .
- Cc1ccc([N+](=O)[O-])cc1NCC(=O)NN
    -6%, 5%, 6%, 1%, -3%, -49%, 0%
- CC1(C)CC(NC(=O)c2ccccn2)CC(C)(C)N1O
    ?, 7%, 7%, 4%, 3%, -5%, -1%
- O=C1CS/C(=C\S(=O)(=O)c2ccc(Cl)cc2)N1
    -15%, -5%, 12%, -6%, -1%, 9%, -28%[38.3 µM]
- CN(C)CCNc1c(N)c(=O)oc2ccccc12
    -1%, 10%, ?, 11%, 5%, 25%[10 µM], 32%[activator]
- CSc1ccccc1C(=O)Nc1cccc(N(C)S(C)(=O)=O)c1
    1%, 6%, -5%, -13%, -1%, -10%, 26%[38.3 µM]
- O=C(CCN1C(=O)c2ccccc2C1=O)NC(=S)Nc1ccccc1Cl
    2%, 3%, 8%, 0%, 2%, ., 1%
- O=C(CC(NS(=O)(=O)c1ccc(Cl)cc1)c1ccco1)NC1CCCC1 (centres undefined)
    0%, 4%, ?, -1%, 7%, -6%, 26%[38.3 µM]

Only HTT aggregate, GAA inh and GAA glycogen, for 3 of the compounds above:
SMILES	HTT aggregate	GAA inh	GAA glycogen
CC(C)(C)n1nnnc1C(c1ccccc1)N1CCc2ccccc2C1 (centres undefined)	12%	-5%	-6%
COC(=O)c1cnc(Oc2c(Cl)cc(N)cc2Cl)cc1C(F)(F)F	-28%[9.22 µM]	.	-7%
O=C1Nc2ccccc2Oc2cc([N+](=O)[O-])ccc21	5%	1%	0%

Other structures.
Fields – GAA glycogen, GoLoco inh red, HTT aggregate, GAA inh, GAA spleen mod, HTT ATP protect, IMPase Li cell
- Cc1cc(S(=O)(=O)N2CCN=C2c2ccccc2)c(Cl)cc1Cl
    5%, 2%, -2%, -1%, 2%, ., 4%
- COc1ccc(C2c3[nH]c4ccccc4c3CCN2C(=O)c2cc3ncccn3n2)c(F)c1 (centres undefined)
    -16%, -1%, -6%[9.22 µM], -12%, 0%, -2%[10 µM], 16%
- N/C(=N\OS(=O)(=O)c1ccccc1)c1ccccn1
    8%, 7%, 0%, -6%, 5%, -4%[10 µM], 0%
- CNC(=O)CC1C(=O)N(c2ccc(OC)cc2)C(=S)N1NC(=O)c1cccc(F)c1 (centres undefined)
    ?, 8%, 9%[9.22 µM], -1%, 1%, -13%[10 µM], .
- CC(/C=C/c1ccc2c(c1)OCO2)=N/NC(=O)c1ccncc1
    -9%, 11%, -9%[9.22 µM], ., 3%, 10%[10 µM], .
- CN(CP(=O)(O)CCc1ccccc1)S(C)(=O)=O
    5%, -3%, 6%, -4%, -1%, -13%, -7%[38.3 µM]
- COc1ccccc1/C=C(/CC(=O)NCc1ccc2c(c1)OCO2)c1nc2ccccc2s1
    1%, 15%, 4%, 0%, -5%, -7%[10 µM], 8%
- Clc1ccc(-c2nc3ccccn3c2CN2CCOCC2)cc1
    0%, -21%, -9%, ?, -8%, 5%[10 µM], 0%
- Cc1ccc(S(=O)(=O)N(C)C)cc1NC(=O)C(C)OC(=O)c1ccc2c(c1)OCCO2 (centres undefined)
    -4%, 8%, 14%[9.22 µM], ., 6%, 4%[10 µM], .
- Nn1c(SCC(=O)NC(=O)Nc2ccc3c(c2)OCCO3)nnc1C1CC1
    3%, 0%, 7%, -11%, -2%, ., 0%
- CCOC(=O)C1CCCN(C(=O)c2ccc3c(c2)NC(=O)C(N2CCOCC2)S3)C1 (centres undefined)
    11%, 8%, -15%, 7%, -4%, -1%, 1%[38.3 µM]
- Cc1n[nH]c(=S)n1/N=C/c1ccc(-c2ccccc2[N+](=O)[O-])o1
    -13%, 1%, -28%, -10%, -2%, -27%, 17%[38.3 µM]
- CN(Cc1cccs1)C(=O)CSc1nc2ccccc2[nH]1
    8%, 2%, 17%, 0%, -1%, ., -3%
- Cc1ccn2c(NC3CCCCC3)c(C)nc2c1
    -23%, 10%, 5%, -4%, -4%, 10%[10 µM], 4%[38.3 µM]
- N#C/C(=C/c1ccc(F)cc1)c1nc(CCN2C(=O)c3ccccc3C2=O)cs1
    3%, 20%, -12%, 5%, 0%, -1%[10 µM], 12%
- Cc1ccc(-c2nn(-c3ccccc3)cc2/C=N/NC(=O)c2ccc3c(c2)OCO3)cc1
    6%, -2%, ?, ?, -5%, -50%[inhibitor], 10%[38.3 µM]
- COc1ccc(/C=N/NC(=O)c2cccnc2)cc1CN1CCc2ccccc2C1
    -4%, 3%, 4%[9.22 µM], ., 5%, -8%[10 µM], .
- COc1ccc(Cl)cc1NC(=O)c1cccc(NC(=O)CCC(=O)O)c1
    -2%, 7%, 5%, 2%, -7%, ., -9%
- Cc1nn(C)cc1NC(=O)c1cc2nc(-c3ccco3)cc(C(F)(F)F)n2n1
    -9%, 25%, 3%[9.22 µM], -2%, 8%, -1%[10 µM], 6%
- CCOC(=O)C1=C(N)Oc2cc(O)ccc2C1c1ccc([N+](=O)[O-])cc1 (centres undefined)
    -11%, 9%, -3%[9.22 µM], 0%, -3%, 4%[10 µM], 21%
- CNC(=S)n1cnc(N)n1
    1%, 10%, -29%[9.22 µM], ., -4%, 30%[10 µM], .
- CN1C=CC=C/C1=C1\SC(=S)N(C2CCCCC2)C1=O
    -24%, 1%, 12%, -4%, -11%, -11%[10 µM], 13%[38.3 µM]
- Cc1ccc(NC(=O)CN(c2ccc(Cl)cc2)S(=O)(=O)c2cc([N+](=O)[O-])ccc2Cl)cc1
    10%, 1%, ?, ?, -7%, -20%[10 µM], 12%
- O=c1[nH]c2ccc(F)cc2[nH]c1=O
    -5%, 8%, ., 9%, 8%, ., 3%
- O=C(Nc1ccc(F)cc1F)c1cc2ncc(Br)cn2n1
    3%, -4%, 5%, -11%, -29%, ?, ?
- CN(c1ccc(C(=O)NCCSC(C)(C)C)cc1)S(C)(=O)=O
    7%, 0%, -7%, -2%, 2%, 2%, 16%[38.3 µM]
- Cc1cc2n(n1)C(c1ccc3c(c1)OCO3)Nc1c(C)cccc1-2 (centres undefined)
    ?, 0%, -8%, -6%, -1%, -23%[10 µM], 40%[activator][38.3 µM]
- COc1ccc(NC(=O)Cc2ccccc2F)cn1
    7%, 0%, 9%, 4%, 2%, -22%, -2%

This is a subset; rates above refer to the full screens.
